Screening data from PubChem.
VP16 counter: counter-screen for ROR gamma inhibitors: Gal4-VP16 reporter; Drosophila S2 Gal4-VP16 UAS-luciferase, luminescence, 20 h; Potency, µM (titrated, usually from 53.6 µM), inactives show at the top dose activity, negative = inhibition, most hits filed as inhibitors; 310,000 compounds, 3.5% hits;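 also: Gal4-VP16 expression switched on by copper sulfate through the metallothionein promoter; potency is read from the fitted curve at half-maximal effect; % is scaled to controls: 0 for no effect and ±100 for the full control effect; nearly all actives have a fitted effect of over 50% in size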
MBNL1-CUG inh: MBNL1-poly(CUG) RNA binding inhibition | 280,000 compounds, 0.036% hits | Potency, µM (highest dose often 57.5 µM), inactives show at the top dose activity change, negative = inhibition, most hits filed as inhibitors | AID 2675 | TR-FRET MBNL1-His/biotin-(CUG)12 binding, 665/545 ratio | Q9NR56; active = well fitted inhibition curve with a large enough effect in the signal ratio, with a control signal flat, not every such curve was filed as active; inconclusive = small, poorly fitted or top-dose-only effect, or effect the other way, or a change in a side signal; inactive = no such curve, though single readings can be large or run the other way; the % refers to the signal ratio; also: potency is read from the fitted curve at half-maximal effect; % is scaled to controls: 0 for no effect and ±100 for the full control effect
Target sequence (Q9NR56 whole entry, looked up): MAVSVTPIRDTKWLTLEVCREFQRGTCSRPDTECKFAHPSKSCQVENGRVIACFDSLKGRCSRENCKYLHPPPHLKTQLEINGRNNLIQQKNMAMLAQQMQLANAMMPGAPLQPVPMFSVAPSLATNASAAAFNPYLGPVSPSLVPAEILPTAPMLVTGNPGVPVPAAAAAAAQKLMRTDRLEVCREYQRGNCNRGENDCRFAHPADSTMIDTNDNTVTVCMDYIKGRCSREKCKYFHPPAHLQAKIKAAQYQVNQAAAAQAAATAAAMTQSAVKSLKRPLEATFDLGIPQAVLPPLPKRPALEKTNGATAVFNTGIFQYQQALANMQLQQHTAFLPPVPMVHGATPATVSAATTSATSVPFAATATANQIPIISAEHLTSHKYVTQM
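TR-FRET readout: Ex 340 nm, 665/545 nm emission ratio, normalized to buffer-only (basal) and MBNL1-(CUG)12 controls. Complex of MBNL1-His with Biotin-(CUG)12, compounds 92 nM–58 uM, incubated 60 min at room temperature.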
FLuc counter: inhibits or activates purified firefly luciferase, miR-21 counter-screen | purified FLuc, Km substrates, luminescence inhibition | 360,000 compounds, 6.9% hits | Potency, µM (doses to about 57.5 µM), without a hit: at the highest dose activity change, negative = inhibition, hits mostly inhibitors | AID 588342;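 also: potency is read from the fitted curve at half-maximal effect; plate controls were vehicle for no effect and reference inhibitor for full effect; nearly all actives have a fitted effect of over 55% in size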
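Biochemical qHTS of compounds, final roughly 60 µM downward over six points, against 10 nM purified firefly luciferase using Km concentrations of substrates (10 uM D-luciferin, 10 uM ATP) in Tris acetate pH 7.5 buffer; luminescence output.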
Menin MLL FP TR: displaces Texas Red mutant MLL peptide from human menin. O00255. Menin + Texas Red MLL mutant peptide, fluorescence polarization. Potency, µM (top dose mostly 61.6 µM), for inactives: top-dose FP activity change, negative = inhibition, actives largely listed as inhibitors. 270,000 compounds, 0.23% hits. AID 1768; active = well fitted inhibition curve with a large enough effect in the polarisation, with a control signal flat, not every such curve was filed as active; inconclusive = small, poorly fitted or top-dose-only effect, or effect the other way, or a change in a side signal; inactive = no such curve, though single readings can be large or run the other way; the % refers to the polarisation; also: potency is read from the fitted curve at half-maximal effect; % of control where 0% means no effect; many of its hits are not listed in these tables
NPC1 promoter act: NPC1 promoter activation. Potency, µM (doses to about 9.22 µM), without a hit: at the highest dose activation, usual class: activators. 320,000 compounds, 2.4% hits. AID 485313. Huh7 NPC1 promoter luciferase reporter, 24 h;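 also: potency is read from the fitted curve at half-maximal effect; % of control where 0% means no effect; nearly all actives have a fitted effect of over 60% in size; reporter is driven by a mutant NPC1 promoter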
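Luminescence read-out of NPC1 promoter-driven luciferase in stably transfected Huh7 cells; compounds delivered in DMSO and left 24 h at 37C, 5% CO2, qHTS titration format.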
RORgamma inh: inhibitors of mouse ROR gamma transcriptional activity. 310,000 compounds, 5.4% hits. Drosophila S2 Gal4-RORgamma UAS-luciferase reporter, 20 h. Potency, µM (highest dose often 53.6 µM), without a hit: top-dose activity change, negative = inhibition, actives largely listed as inhibitors. P51450; also: potency is read from the fitted curve at half-maximal effect; % is scaled to controls: 0 for no effect and ±100 for the full control effect; nearly all actives have a fitted effect of over 60% in size
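A Gal4/UAS one-hybrid system in insect cells: metallothionein-promoter Gal4–ROR gamma fusion plus Photinus luciferase reporter. Copper sulfate 700 uM final, 20 hr ambient incubation, luminescent detection after 10 min with reagent.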
KCNH2 3.1 block: blocks the human KCNH2 3.1 channel isoform; U2OS KCNH2 3.1, thallium flux FluxOr; active compounds read low; activity change, % (tested at about 1.8 µM); 340,000 compounds, 0.95% hits;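 active = maximum activity change below -70%; inconclusive = maximum activity change from -70% to -50%; inactive = maximum activity change above -50%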;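 also: thallium influx rate constant from kinetic fluorescence after stimulation buffer; % is scaled to controls: 0 for no effect and ±100 for the full control effect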
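Kinetic fluorescence (2 min after stimulation buffer) measures Tl+ influx through KCNH2 3.1 expressed by viral transduction in U2OS cells; the rate constant is normalized against DMSO controls serving as positive and negative references.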
ELG1 DNA repair: inhibitors of ELG1-dependent DNA repair in HEK293T cells; HEK293T ELG1-luciferase reporter, luminescence, 16 h; DNA damage induced by 5-fluorouridine; Potency, µM (doses to about 46.1 µM), for the others: at the highest dose activity change, negative = inhibition, most hits filed as inhibitors; 330,000 compounds, 2.3% hits; also: potency is read from the fitted curve at half-maximal effect; % is scaled to controls: 0 for no effect and ±100 for the full control effect; nearly all actives have a fitted effect of over 55% in size
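Luminescence from the luciferase reporter, measured 30 min after ONE-Glo reagent at room temperature, was the read-out. Beforehand, 2,000 cells per well were exposed for 16 hr at 37 °C to 5-fluorouridine together with compound or vehicle.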
PKM2 activator: PKM2 (human) enzyme activation; purified PKM2, Kinase-Glo ATP luminescence, activation; response scale: 0% is enzyme alone, no compound; Potency, µM (titrated, usually from 57.5 µM), for inactives: at the highest dose activation, usual class: activators; 260,000 compounds, 0.34% hits; AID 1631; also: potency is read from the fitted curve at half-maximal effect; % is scaled to controls: 0 for no effect and ±100 for the full control effect; nearly all actives have a fitted effect of over 55% in size
Target sequence (P14618 whole entry, looked up): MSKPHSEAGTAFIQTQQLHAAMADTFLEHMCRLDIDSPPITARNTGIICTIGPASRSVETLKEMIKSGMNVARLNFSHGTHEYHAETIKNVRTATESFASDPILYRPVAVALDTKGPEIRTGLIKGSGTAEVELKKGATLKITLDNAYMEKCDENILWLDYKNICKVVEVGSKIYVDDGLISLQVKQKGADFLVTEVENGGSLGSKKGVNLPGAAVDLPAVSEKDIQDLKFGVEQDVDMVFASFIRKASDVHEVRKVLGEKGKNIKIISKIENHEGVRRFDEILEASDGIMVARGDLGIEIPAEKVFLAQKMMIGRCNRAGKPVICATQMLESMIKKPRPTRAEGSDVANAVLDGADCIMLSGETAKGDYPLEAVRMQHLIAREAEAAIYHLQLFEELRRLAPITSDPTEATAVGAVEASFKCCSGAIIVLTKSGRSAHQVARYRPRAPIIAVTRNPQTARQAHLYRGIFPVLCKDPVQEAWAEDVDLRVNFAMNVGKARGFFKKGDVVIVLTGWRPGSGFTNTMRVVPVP
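Purified hPK-M2 (>95% pure) converted ADP (0.1 mM final) to ATP with 0.5 mM PEP in 50 mM imidazole pH7.2, KCl, MgCl2, Tween 20, BSA; 1 h at room temperature. ATP detected by Kinase-Glo luminescence.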
Rab9 prom act: activates the Rab9 promoter | 320,000 compounds, 2.8% hits | AID 485297 | Huh7 Rab9 promoter-luciferase reporter, luminescence, 24 h | Potency, µM (highest dose often 9.22 µM), without a hit: top-dose activation, negative = inhibition, actives largely listed as activators; also: potency is read from the fitted curve at half-maximal effect; % of control where 0% means no effect; nearly all actives have a fitted effect of over 60% in size
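Steps: seed 1500 Huh7 Rab9-luc cells per well, rest 2 h at 37 °C; add compound in DMSO; incubate 24 h; add luciferase reagent, 10 min ambient; read luminescence.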
Mito fusion yeast: blocks mitochondrial division or promotes mitochondrial fusion. Potency, µM (doses to about 46.1 µM), for the others: at the highest dose growth rescue (activation), usual class: activators. 320,000 compounds, 0.23% hits. S. cerevisiae fusion-defective mutant growth rescue, CellTiterGlo 48 h;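 also: potency is read from the fitted curve at half-maximal effect; % of control where 0% means no effect; nearly all actives have a fitted effect of over 45% in size; temperature-sensitive fusion mutants such as fzo1-1 at 37 °C on non-fermentable ethanol glycerol medium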
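Luminescent cell viability in 1536-well qHTS format served as the measure of rescued growth in ts fusion-mutant S. cerevisiae cultured on non-fermentable YPEG for 48 hours at 37C.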
* hit, by the source's call; u = inconclusive; x = not tested or not shown; [ ] = another dose, or the depositor's remark. Unless noted, calls follow the shape of the dose curve; as a rule, active = well fitted curve in the direction sought with a large enough effect; inconclusive = small, poorly fitted or top-dose-only effect, or another doubt; inactive = no such curve, though single readings can be large; an effect the other way counts as inactive or inconclusive.

SMILES	VP16 counter	MBNL1-CUG inh	FLuc counter	Menin MLL FP TR	NPC1 promoter act	RORgamma inh	KCNH2 3.1 block	ELG1 DNA repair	PKM2 activator	Rab9 prom act	Mito fusion yeast
CCOC(=O)c1csc(NC(C)=O)n1	6%	u	0%	-12%	14%	26%	14	u	13%	4%	10%
Cn1c(=O)c2c(ncn2CC(=O)OCC(=O)Nc2ccccc2Cl)n(C)c1=O	-3%	-8%	0%	-13%	-1%	-2%	14	u	1%	-3%	-7%
Cn1c(Cc2ccccc2)nnc1SCC(=O)NC1CCCCC1	-1%	-1%	-1%	-13%	-4%	u	5	0%	-5%	-3%[1.84 µM]	-2%
CCCCC(=O)NC(c1ccccc1)c1ccc2cccnc2c1O (stereo unspecified)	2.5µM*	33%[activator]	-1%	-14%	-44%[inhibitor]	1.3µM*	-3	u	-1%	-48%[inhibitor]	-1%
Cc1ccc(-c2noc(CN(C)C(=O)c3ccoc3C)n2)cc1	5%	-9%	u	-19%	1%	30%	6	u	-1%	9%	-8%
CCc1nnc(SCC(=O)NC2CC2)n1CC	-1%	3%	1%	u	-9%	5%	12	8%	-3%	-10%	1%
Cc1ccsc1/C=C1\Oc2cc(OCC(=O)c3ccccc3)ccc2C1=O	u	2%	2.7µM*	-5%	10%	16µM*	2	-19%	4%	1%	1%
COc1ccc(S(=O)(=O)NCc2cccnc2)cc1OC	2%	-1%	-2%	0%	-1%	3%	6	2%	0%	-6%	0%
CCCCNC(=S)Nc1ccc([N+](=O)[O-])cc1	2%	u	u	21%	-3%	-14%	-9	-15%	-1%	-1%	-14%
CCc1nnc(NC(=O)CSc2nnc(CNC(=O)c3cc(OC)c(OC)c(OC)c3)o2)s1	-16%	-2%	u	-2%	0%	-16%	0	7%	0%	-5%	-4%
COc1ccc(NC(=O)CSCC(=O)Nc2ccc(S(=O)(=O)N3CCOCC3)cc2)cc1	x	x	0%	x	7%	x	3	-1%	x	0%	-2%
Cn1cc(CN2CCCC(CO)(Cc3ccccc3)C2)c2ccccc21 (stereo unspecified)	7%	-20%	0%	3%	0%	-1%	4	6%	-9%	-8%	2%
Cc1cccn2c(CNC3CCCc4ccccc43)c(C(=O)N3CCCCC3)nc12 (stereo unspecified)	-16%	-9%	-1%	u	0%	-13%	-182*	u	-3%	-5%	-4%
O=C1NC(c2ccc(Br)cc2)Oc2ccccc21 (stereo unspecified)	-3%	-5%	2%	u	0%	10%	13	-1%	0%	0%	4%
Cc1cc(C)c(-c2c(O)c3c(n(C)c2=O)CC(C)(C)CC3=O)c(C)c1	2%	-2%	-1%	0%	3%	5%	2	6%	-1%	-3%	8%
O=c1c2[nH]c3ccccc3c2ncn1Cc1cccnc1	3%	1%	-1%	-2%	-1%	27%	3	0%	6%	-7%	-3%
CCn1c(SCC(=O)NCc2ccc3c(c2)OCO3)nnc1-c1cccs1	1%	6%	0%	-4%	-3%	6%	-1	-7%	-4%	-9%[1.84 µM]	-2%
Cc1nc2ccc(NC(=O)NCCCO)cc2s1	1%	-3%	2%[2.3 µM]	9%	u	33%	4	u	-1%	u	-1%
Cn1c(=O)[nH]c(=O)c2c1nc(Br)n2CCSc1nc2ccccc2o1	-2%	1%	1%	x	3%	-23%	15	u	-2%	-2%	3%
COc1ccc(S(=O)(=O)N(CCc2ccccc2)CC(=O)NC(C)C)cc1	14%	-1%	7%	-15%	-4%	28%	9	-1%	-1%	-6%	0%
S=C(Nc1ccccc1)Nc1ccc(Cl)cn1	-14%	u	u	11%	21%	3%	1	u	1%	24%	-4%
CC(C)(C)C(=O)NC(=S)Nc1ccc(Cc2ccncc2)cc1	13µM*	-2%	u	-25%	1%	13µM*	5	u	0%	2%	-2%
COC(=O)CNc1nc(Cl)nc(N2CCC(C)CC2)n1	6%	-7%	5%	x	2%	-23%	5	-1%	1%	-4%	1%
CCC(C)c1ccc(NC(=S)NCCn2cc(Br)cn2)cc1 (stereo unspecified)	11µM*	-3%	-1%	-3%	-1%	2.2µM*	1	-4%	7%	-8%	-1%
COC(=O)CNC(=O)C1CCCN1C(=O)CNC(=O)OCc1ccccc1 (stereo unspecified)	8%	-10%	0%	2%	-4%	8%	4	14%	x	0%	-10%

Part of the list above, bar-delimited:
SMILES | VP16 counter | MBNL1-CUG inh | FLuc counter | Menin MLL FP TR | NPC1 promoter act | RORgamma inh | KCNH2 3.1 block | ELG1 DNA repair | PKM2 activator | Rab9 prom act | Mito fusion yeast
Cn1c(Cc2ccccc2)nnc1SCC(=O)NC1CCCCC1 | -1% | -1% | -1% | -13% | -4% | u | 5 | 0% | -5% | -3%[1.84 µM] | -2%
CCCCC(=O)NC(c1ccccc1)c1ccc2cccnc2c1O (stereo unspecified) | 2.5µM* | 33%[activator] | -1% | -14% | -44%[inhibitor] | 1.3µM* | -3 | u | -1% | -48%[inhibitor] | -1%
Cc1ccc(-c2noc(CN(C)C(=O)c3ccoc3C)n2)cc1 | 5% | -9% | u | -19% | 1% | 30% | 6 | u | -1% | 9% | -8%
CCc1nnc(SCC(=O)NC2CC2)n1CC | -1% | 3% | 1% | u | -9% | 5% | 12 | 8% | -3% | -10% | 1%
Cc1ccsc1/C=C1\Oc2cc(OCC(=O)c3ccccc3)ccc2C1=O | u | 2% | 2.7µM* | -5% | 10% | 16µM* | 2 | -19% | 4% | 1% | 1%
COc1ccc(S(=O)(=O)NCc2cccnc2)cc1OC | 2% | -1% | -2% | 0% | -1% | 3% | 6 | 2% | 0% | -6% | 0%
CCCCNC(=S)Nc1ccc([N+](=O)[O-])cc1 | 2% | u | u | 21% | -3% | -14% | -9 | -15% | -1% | -1% | -14%
CCc1nnc(NC(=O)CSc2nnc(CNC(=O)c3cc(OC)c(OC)c(OC)c3)o2)s1 | -16% | -2% | u | -2% | 0% | -16% | 0 | 7% | 0% | -5% | -4%

Next section
SMILES	VP16 counter	MBNL1-CUG inh	FLuc counter	Menin MLL FP TR	NPC1 promoter act	RORgamma inh	KCNH2 3.1 block	ELG1 DNA repair	PKM2 activator	Rab9 prom act	Mito fusion yeast
Cc1nc(-c2cccnc2)sc1C(=O)Nc1ccc(F)cc1F	10%	16%	1%	-11%	0%	24%	-15	-15%	1%	-2%	1%
CC(C(=O)NCc1ccccc1)N1C(=O)c2ccccc2C1=O (stereo unspecified)	3%	1%	-1%	5%	0%	-5%[1.91 µM]	-5	0%	-17%	10%	0%
Cc1ccc(NC(=O)COc2ccc3oc4c(c3c2)CCCC4)nc1	-5%	4%	10%[2.3 µM]	-13%	0%	-11%	-20	12%	-1%	-1%	-1%
O=[N+]([O-])c1cccc(-c2nc(-c3cccs3)c(-c3cccs3)[nH]2)c1	-23%	1%	-9%	u	2%	43%	-14	u	0%	3%	6%
Cc1ccc(NC(=O)CNC(=O)c2cccs2)nc1	x	x	5%	x	-5%	x	-4	20%	x	2%	-3%
O=C(O)CN1C(=O)C(=O)N(Cc2cccc(F)c2)C1=O	7%	3%	2%	1%	-1%	9%	11	12%	x	-2%	-27%
CN(CC(=O)NCc1ccccn1)S(=O)(=O)c1ccccc1	-13%	4%	0%	26%	1%	-9%	-12	u	-2%	8%	-1%
COCc1c(C(=O)N/N=C(/C)c2ccc(OCc3ccccc3)cc2)nnn1-c1nonc1N	-7%	-4%	-11%	20%	24%	17%	-22	u	0%	20%	-3%
C(=C\c1nnc(-c2cccs2)o1)/c1ccccc1	u	u	5.4µM*	-2%	2.5µM*	-25%	3	u	-7%	2.5µM*	-5%
O=c1ccn(Cc2ccccc2Cl)cc1	-1%	-2%	1%	4%	1%	1%	7	2%	-7%	1%	-3%
COc1ccccc1CNC(=O)C(=O)NCC1OCCN1S(=O)(=O)c1ccc2c(c1)OCCO2 (stereo unspecified)	4%	-4%	-20%	-5%	-7%	30%	-4	-23%	-2%	2%	-1%

An excerpt; rates above refer to the full screens.
